SIRT5 block = blocks human SIRT5 desuccinylation of peptide; inhibition, % at 15 µM; Purified SirT5, succinyl-peptide AMC, trypsin-coupled fluorescence; 330,000 compounds, 1.1% hits; Q9NXA8; AID 652115; in the data active means inhibition above about 15%; inconclusive means no clear call, values can overlap the other calls
Target sequence (Q9NXA8 whole entry, looked up): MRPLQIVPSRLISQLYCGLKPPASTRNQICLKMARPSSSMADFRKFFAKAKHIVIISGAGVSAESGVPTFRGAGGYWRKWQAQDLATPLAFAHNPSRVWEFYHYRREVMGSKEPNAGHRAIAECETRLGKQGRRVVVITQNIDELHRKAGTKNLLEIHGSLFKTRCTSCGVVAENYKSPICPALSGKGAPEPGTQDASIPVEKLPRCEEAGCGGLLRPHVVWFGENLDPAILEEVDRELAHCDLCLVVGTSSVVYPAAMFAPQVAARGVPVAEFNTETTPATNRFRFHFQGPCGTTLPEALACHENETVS
FN deposition inh = fibronectin deposition inhibition | AH1F fibroblasts, Alexa488-fibronectin deposition fluorescence, overnight | inhibition, % at 12.6 µM | 350,000 compounds, 0.086% hits | AID 743247;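 active means mean inhibition across replicates of 30% or more, regardless of how many single replicates reach that level; inconclusive means mean under 30% yet at least half of replicates reach 30%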;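 further: positive control wells lacked labelled fibronectin entirely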
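Material: AH1F fibroblast monolayer depositing Alexa488-labelled fibronectin into matrix | Input: 10000 AH1F cells/well | Medium: DMEM plus 2% serum, read in PBS | Reagent: Alexa488-fibronectin, 24 nM final in well | Compound dosing: One dose per compound, pinned | Schedule: 1 h adhesion, overnight exposure | Measured by: Fluorescence at 485 nm excitation, 525 nm emission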
Statin myotox sup = suppressors of simvastatin-induced myotoxicity in C2C12 myotubes. rescue of ATP level, % at 7.49 µM. ATP luminescence, 48 h; scaled: DMSO 0, geranylgeraniol control 100. 330,000 compounds, 0.78% hits;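 active means mean ATP rescue above about 67%, or every replicate alone reaching that limit, limit read from the data, passing the limit was not always enough; inconclusive means no clear call, values can overlap the other calls; inactive means mean under the limit and some replicate under it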;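 further: myotubes were challenged with 10 µM simvastatin during compound exposure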
S100A4 inh HTS = inhibitors of human S100A4 binding to myosin IIA peptide; AID 652163; 360,000 compounds, 0.14% hits; S100A4/TAMRA-MyoIIA peptide fluorescence polarization; inhibition, % at 10.7 µM; P26447;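 active means mean inhibition of at least 70% across replicates, with every replicate also reaching that level; inconclusive means mean inhibition reaches 70% but some replicates fall short; inactive means mean inhibition below 70%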
Target sequence (P26447 whole entry, looked up): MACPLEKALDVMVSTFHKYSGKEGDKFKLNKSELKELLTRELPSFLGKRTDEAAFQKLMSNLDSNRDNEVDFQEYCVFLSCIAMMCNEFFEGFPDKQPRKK
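Material: human S100A4 monomer with TAMRA-labelled myosin IIA peptide; buffer or medium: HEPES pH 7.2 with CaCl2, KCl, NaCl, DTT, Triton; compound dosing: one concentration per compound; schedule: 5 min incubation before reading; benchmarks: neutral control DMSO, positive control TFP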
Casp6 inh = caspase-6 (human) enzyme inhibition; AID 686996; inhibition, % at 12.5 µM; P55212; purified caspase-6, Z-VEID-R110 cleavage fluorescence; 350,000 compounds, 0.53% hits;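 active means mean inhibition across replicates at least about 35%, with every replicate also reaching that limit, limit read from the data; inconclusive means only one of the two criteria met; inactive means neither criterion met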;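 further: 0% = median of neutral control wells and 100% = no fluorescence left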
Target sequence (P55212 24-179 limits assumed): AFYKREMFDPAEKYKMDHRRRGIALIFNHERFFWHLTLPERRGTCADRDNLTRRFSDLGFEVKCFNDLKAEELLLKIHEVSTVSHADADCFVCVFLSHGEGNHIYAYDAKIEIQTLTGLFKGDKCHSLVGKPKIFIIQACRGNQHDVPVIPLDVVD
Target sequence (P55212 194-293 limits assumed): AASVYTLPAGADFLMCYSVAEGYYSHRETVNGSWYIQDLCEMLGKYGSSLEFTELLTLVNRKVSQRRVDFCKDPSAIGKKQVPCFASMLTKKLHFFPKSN
esBAF inh = blocks esBAF chromatin remodeling in mouse ES cells | Bmi1-luciferase knock-in reporter, 24 h; 100% = twice the neutral-well signal | reporter increase, % at 12.5 µM | 350,000 compounds, 2% hits; in the data active means activation above about 40%; inconclusive means no clear call, values can overlap the other calls;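 further: 0% = median of the plate's neutral control wells and 100% = double that signal; a rise in the Bmi1 reporter signal indicates esBAF inhibition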
LGR2 antag = Drosophila LGR2 receptor signaling inhibition. HEK293 LGR2, CRE-luciferase, bursicon-stimulated, 4 h. 380,000 compounds, 0.35% hits. AID 720647. inhibition, % at 9.99 µM;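 active means drop in luminescence signal, shown as inhibition above about 50% in the replicate tests, limit read from the data, passing the limit was not always enough; inconclusive means probably only some replicates passing the limit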;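 further: agonist challenge used bursicon conditioned medium at about half maximal strength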
* marks the source's active call; other numbers are inactive results; ? = inconclusive; . = not tested or not shown; & = joins results of further samples; ! = not active in a repeat.

1) CC(C)Nc1nnc(SC(C)C(=O)Nc2ccc(N3CCOCC3)cc2)s1 (stereo not drawn)
2) O=C(N/N=C/c1c(Cl)cccc1Cl)c1n[nH]c2c1CCCC2
3) CCCCCCn1cc(CN2CC(N3CCN(CCN(C)C)CC3)CS2(=O)=O)nn1 (stereo not drawn)
4) COC(=O)c1cccc(-c2ccc(/C=N/N3C(=O)C4C5C=CC(C6CC56)C4C3=O)o2)c1 (stereo not drawn)
5) Cc1nc(-n2ncc(C#N)c2N)c2c3c(sc2n1)CCC3
6) CSc1ncccc1C(=O)OCC(=O)NCCCc1ccccc1
7) CCCc1nnc(NC(=O)c2cccc(OC)c2)s1
8) COc1ccccc1OCc1ccc(C(=O)Nc2cc(OC)c(OC)c(OC)c2)o1
Screen / compound no.	1	2	3	4	5	6	7	8
SIRT5 block	-3	-5	-2	3	.	-1	-1	0
FN deposition inh	.	-1	-6	-1	-5	-6	.	-5
Statin myotox sup	8	.	.	.	3	5	?	11
S100A4 inh HTS	10	11	-26	-11	.	0	1	-1
Casp6 inh	-1	4	-83	-1	.	7	2	3
esBAF inh	6	.	.	.	-12	-4	36	5
LGR2 antag	6	-73	6	6	.	4	-83	9

Reprinted from the part before: 4 entries; new compounds follow.
5) Cc1nc(-n2ncc(C#N)c2N)c2c3c(sc2n1)CCC3
6) CSc1ncccc1C(=O)OCC(=O)NCCCc1ccccc1
7) CCCc1nnc(NC(=O)c2cccc(OC)c2)s1
8) COc1ccccc1OCc1ccc(C(=O)Nc2cc(OC)c(OC)c(OC)c2)o1
9) COc1cccc(-c2cnc3c(NC(C)=O)cc(-c4cccc(C(=O)N(C)C)c4)cn23)c1
10) CCCN(C)C[C@H]1Oc2cc(C#CC(C)C)ccc2S(=O)(=O)N([C@@H](C)CO)C[C@H]1C
11) Nc1ccc(C(=O)O)c(O)c1
12) C[C@H]1CCCCO[C@H](CN(C)Cc2ccc(C(F)(F)F)cc2)[C@@H](C)CN([C@@H](C)CO)C(=O)c2cc(NS(=O)(=O)c3cn(C)cn3)ccc2O1
13) Cc1cccc(Oc2ccc(NC(=O)C3CC=CCC3C(=O)O)cc2)c1 (stereo not drawn)
14) Cc1ccc(S(=O)(=O)N(C)C[C@H]2OCCCC[C@H](C)Oc3ccc(NC(=O)NC4CCCCC4)cc3C(=O)N([C@H](C)CO)C[C@@H]2C)cc1
15) COCCNC(=O)C[C@H]1C=C[C@H](NS(=O)(=O)c2ccc(C)cc2)[C@@H](CO)O1
16) Cc1ccc(-c2nc(-c3ccccn3)no2)cc1[N+](=O)[O-]
Screen / compound no.	5	6	7	8	9	10	11	12	13	14	15	16
SIRT5 block	.	-1	-1	0	-2	7	15*!	9	-3	3	5	-1
FN deposition inh	-5	-6	.	-5	-2	5	-4&3&2	.	-3	3	-1	0
Statin myotox sup	3	5	?	11	-8	-9	8&6&-1	.	.	.	0	.
S100A4 inh HTS	.	0	1	-1	-9	-12	-1&10&3&0	2	8	2	2	-5
Casp6 inh	.	7	2	3	1	-3	-1&1	0	9	1	-9	0
esBAF inh	-12	-4	36	5	17	-11	-4&1&4&1	-1	.	-11	-7	.
LGR2 antag	.	4	-83	9	0	7	0&-13&-11	7	12	19	2	?

17) CCCNC(=O)N1CCC2(CC1)CN(C(=O)COC)[C@H](CO)c1[nH]c3cc(OC)ccc3c12
18) NS(=O)(=O)c1ccc(CCNc2nn3c(-c4cccc(OC(F)(F)F)c4)cnc3s2)cc1
19) COc1ccccc1C(=O)Nc1ccc2c(c1)C(=O)N(C)C[C@@H](OC)[C@@H](C)CN(C(C)=O)[C@@H](C)CO2
20) CCc1cc2c(=O)c(-c3cnn(-c4ccccc4)c3)c(C)oc2cc1OCC(=O)Nc1ccc(F)c(F)c1
21) CC(Nc1ccccc1N1CCCCC1)C(=O)N1CCc2ccccc21 (stereo not drawn)
22) Cc1cc2[nH]c(=O)c(=O)[nH]c2cc1S(=O)(=O)N1CCN(c2cccc(C)c2C)CC1
23) C[C@@H]1CC=C[C@H]2[C@H]1C(=O)N(Cc1ccccc1)[C@H]2c1ccc(/C=C/c2ccccc2)cc1F
24) O=C(Cc1ccc(F)cc1)NC(Cc1c[nH]c2ccccc12)C(=O)O (stereo not drawn)
Screen / compound no.	17	18	19	20	21	22	23	24
SIRT5 block	-8	-1	2	1	-4	.	.	-1
FN deposition inh	-2	4	5	2	1	-3	-16	-1
Statin myotox sup	.	-113	15	.	-10	11	24	16
S100A4 inh HTS	0	59	-16	6	0	3	-4	-2
Casp6 inh	0	-1	0	-3	1	-108	.	-1
esBAF inh	.	-13	2	.	-1	3	-3	-5
LGR2 antag	-16	15	10	.	5	-8	17	-1

25) CNc1c(N)n(Cc2ccccc2)c(=O)[nH]c1=O
26) C[C@H](NC(=O)C1CCN(C(=O)[C@H](Cc2ccccc2)NC(=O)OC(C)(C)C)CC1)C(=O)O
27) NS(=O)(=O)c1ccc(CCNC(=O)C2CCCCN2S(=O)(=O)c2ccccc2)cc1 (stereo not drawn)
28) O=C(N/N=C/c1ccccc1)c1cccc2ccccc12
29) CC1(c2nnc(-c3ccc(F)cc3)o2)CC(c2ccccc2)=NO1 (stereo not drawn)
30) O=C(Nc1ccc(Cl)cc1)N[C@@H]1CC[C@H](CCNS(=O)(=O)c2ccccc2F)O[C@@H]1CO
31) N/C(=N\O)c1ccccc1N1CCCCC1
32) CCc1nc(SCC(=O)Nc2ccnc3ccccc23)n[nH]1
Screen / compound no.	25	26	27	28	29	30	31	32
SIRT5 block	.	-4	.	2	.	-1	-5	.
FN deposition inh	-2	.	3	-1	-7	11&1	.	.
Statin myotox sup	-10	-4	-8	.	3	-2	-1	2
S100A4 inh HTS	.	1	.	-3	.	5&-6	-3	.
Casp6 inh	.	-6	.	-1	.	1&-6	6	.
esBAF inh	-11	-2	-8	.	3	-3	-1	6
LGR2 antag	.	-8	.	-41	-8	1&-10	15	-13

33) CC1CCCC(NC(=O)COC(=O)CCC2CCCC2)C1C (stereo not drawn)
34) Cc1cc(C(=O)CS(=O)(=O)c2ccc(F)cc2)cc(C)c1O
35) COCC(=O)N1CCC(n2nccc2NC(=O)c2ccccc2OC)CC1
36) Cc1ccc(S(=O)(=O)N(C)C[C@H]2Oc3c(NC(=O)Nc4ccc(C(F)(F)F)cc4)cccc3C(=O)N([C@@H](C)CO)C[C@@H]2C)cc1
37) CCCN1C[C@@H](C)[C@@H](OC)CN(C)C(=O)c2cc(NC(=O)c3cccc(OC)c3)ccc2OC[C@H]1C
38) O=C(C[C@H]1C[C@H]2c3cc(NC(=O)c4ccc5c(c4)OCO5)ccc3O[C@H]2[C@H](CO)O1)NCc1ccccn1
39) Nc1nc2c(nc(SCc3ccccc3Br)n2[C@@H]2O[C@H](CO)[C@@H](O)[C@H]2O)c(=O)[nH]1
40) O=C(NNC(=O)c1ccccc1Cl)c1ccc(-n2cncn2)c([N+](=O)[O-])c1
Screen / compound no.	33	34	35	36	37	38	39	40
SIRT5 block	.	-2	-12	4	.	2	2	1
FN deposition inh	-11	-2	6	.	1	.	-3	9
Statin myotox sup	3	7	1	43	7	-1	-11	12
S100A4 inh HTS	.	2	5	-44	.	5	-4	0
Casp6 inh	.	-4	1	4	.	0	.	2
esBAF inh	1	16	4	-1	1	6	-1	-2
LGR2 antag	.	-15	-3	13	-15	-9	11	-14

41) Cc1nc2ccc(NS(=O)(=O)c3cccc([N+](=O)[O-])c3)cc2s1
42) Cc1cc(C(=O)OCC(=O)Nc2c(F)cccc2F)c(C)n1-c1ccccc1
43) COC(=O)C1=C(C)Nc2ccc(C)cc2S1
44) C[C@@H]1CN([C@H](C)CO)C(=O)c2c(c3ccccc3n2C)-c2ccccc2CO[C@H]1CN(C)Cc1cccc(O)c1
45) C/C(=N\Nc1cccc2cccnc12)c1ccccn1
46) Nc1c(N(Cc2ccco2)C(=O)c2ccc(Br)cc2)c(=O)[nH]c(=O)n1Cc1ccccc1
47) CN(CC(=O)Nc1ccc(F)c(F)c1F)C(=O)C1=NN(c2ccccc2)C(=O)CC1
48) O=C(c1ccccc1)C1CCc2occc2C1=O (stereo not drawn)
Screen / compound no.	41	42	43	44	45	46	47	48
SIRT5 block	2	-2	.	6	1	1	-1	.
FN deposition inh	-3	-2	9	11	1	3	1	4
Statin myotox sup	-2	1	0	.	.	23	6	3
S100A4 inh HTS	21	-5	-11	-11	0	-3	7	.
Casp6 inh	2	-1	-1	-2	-1	6	4	.
esBAF inh	.	48*	8	.	.	0	-8	-3
LGR2 antag	4	-88	13	-11	56*	4	-4	.

49) CC(C)CC1CC(C)(c2csc(NNC(=O)c3ccccc3)n2)OC1=O (stereo not drawn)
50) O=C1CCC(C2CCc3cc(O)ccc3C2)C1 (stereo not drawn)
51) CC(C)c1ccc(N(CC(=O)NC2CCCC2)C(=O)CCC(=O)Nc2ccccn2)cc1
52) COc1ccc(CC(=O)Nc2cc(NC(=O)Cc3ccc(OC)c(OC)c3)cc(C(=O)O)c2)cc1OC
53) CSc1ccc(/C=N\NC(=O)COc2ccc(Cl)cc2Br)cc1
54) O=C(C[C@H]1C=C[C@H](NS(=O)(=O)c2ccc(F)cc2)[C@H](CO)O1)NC1CCCCC1
55) C#CCOCCOCCOCCNc1nc(N2CCN(C(=O)[C@H]([C@@H](C)CC)n3cc(CCC(=O)O)nn3)CC2)nc(N2CCN(C(=O)[C@H](Cc3ccc(O)cc3)n3cc(CCO)nn3)CC2)n1
56) CCN(CC)CCNC(=O)CCc1nnc2ccc(N3CCC(C)CC3)nn12
Screen / compound no.	49	50	51	52	53	54	55	56
SIRT5 block	0	-3	-2	-2	.	-4	6	-4
FN deposition inh	-6	-13	2	.	8	.	2	-4
Statin myotox sup	.	1	-1	-4	-46	5	8	9
S100A4 inh HTS	-7	-1	4	1	.	9	0	-3
Casp6 inh	2	-1	-2	-1	.	0	0	-15
esBAF inh	.	11	2	-4	2	8	5	-5
LGR2 antag	-7	-27	8	1	.	-12	3	15

57) N#CCSc1nc(-c2ccccc2)nc2ccccc12
58) COc1ccc2oc(-c3ccccc3)c(C(=O)O)c2c1
59) CCn1ncc(Br)c1C(=O)Nc1ccc(-c2ccno2)cc1
60) CCN(CCN1CCCC1)C(=O)C1CCC(=O)N(CCCN2CCOCC2)C1 (stereo not drawn)
61) CN(C(=O)c1cc(Cl)c2c(c1)OCCO2)c1c(N)n(Cc2ccccc2)c(=O)[nH]c1=O
62) O=C(N/N=C/c1ccncc1)c1ccccc1
63) COc1ccccc1NC(=O)N1CCCCN2[C@@H](CO)[C@H](c3ccc(C#Cc4ccccc4)cc3)[C@@H]2C1
64) CCOC(=O)c1ccccc1NC(=O)CSc1nnc(Cc2cccn2C)n1-c1ccc(C)cc1
Screen / compound no.	57	58	59	60	61	62	63	64
SIRT5 block	-7	-38	-3	0	-5	.	1	.
FN deposition inh	7	5	5	9	3	.	.	10
Statin myotox sup	-7	4	-13	.	2	64	.	9
S100A4 inh HTS	-7	-1	-1	6	5	.	5	.
Casp6 inh	-1	2	2	-101	-1	.	-2	.
esBAF inh	-2	-5	7	.	-2	22	.	11
LGR2 antag	-9	11	-29	14	-9	-4	18	7

Screening results from PubChem.

Some of the compounds tested; the hit share may differ from the screen's.
